FAS TE block – inhibitors of human fatty acid synthase thioesterase domain. P49327. recombinant FAS-TE, OMFH fluorogenic substrate, fluorescence endpoint. inhibition, % at 15 µM. hit rate 0.67% among 360,000. AID 602261;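 active = compounds whose normalised, plate-corrected inhibition of enzyme fluorescence in the single-dose primary screen is 50% or more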;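 also: 0% = DMSO with enzyme and 100% = substrate without enzyme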
Rin1 Abl inh – inhibitors of human Rin1-Abl protein interaction | P00519+Q13671 | TR-FRET Rin1/Abl binding, biochemical | inhibition, % at 7.35 µM | hit rate 0.4% among 360,000 | AID 588664; in the data active = inhibition above about 5%, passing the limit was not always enough
Rpn11 inh – blocks the human proteasome subunit Rpn11. human 26S proteasome, Ub4-pepOG fluorescence polarization; 20S core pre-blocked with epoxomicin. calls only at 20 µM. hit rate 0.59% among 360,000. AID 588493;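 active = inhibition at 20 µM, scaled to each plate's controls, above about 33%, limit read from the data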
MLLE-PAM2 inh – inhibitors of microRNA-mediated deadenylation, human PABP1 MLLE binding; hit rate 0.36% among 360,000; GST-MLLE / FITC-PAM2 fluorescence polarization; P11940; AID 588489; inhibition, % at 20 µM; in the data active = inhibition above about 35%, passing the limit was not always enough;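 also: plate controls were DMSO wells with GST-MLLE for no effect and wells lacking GST-MLLE protein for full effect; some results filed as inactive read as strong as hits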
CSN inh – CSN deneddylation inhibition; hit rate 0.38% among 360,000; inhibition, % at 12.5 µM; Purified CSN, SCF-Nedd8-OG deneddylation, fluorescence polarization; Q92905; AID 651999;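 active = pattern-corrected inhibition above about 35%, with an unprinted fluorescence ratio check between 0.5 and 1.5, limit read from the data, passing the limit was not always enough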;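 also: 0% = enzyme with substrate and 100% = substrate without enzyme; some results filed as inactive read as strong as hits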
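Detection – fluorescence polarization · System – HEK293T-derived human Csn5 enzyme · Controls – substrate-only high control, full reaction low control · Timing – 90 min, room temperature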
MT1-MMP act inh – inhibitors of human MT1-MMP activation; P50281; GFP/RFP ratio change, % at 20 µM; hit rate 0.061% among 360,000; HT1080 RFP-PRO-GFP cells, GFP/RFP ratio fluorescence, overnight; percent of plate control window, DMSO zero;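 active = GFP/RFP ratio change of at least 30% with cell ATP level not reduced by more than half and red fluorescence within 50% of control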; also: strong numbers were not always called active
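Assay system – RFP-PRO-GFP reporter HT1080 cells · Compound dosing – single dose of 20 µM compound, 1% DMSO final · Incubation – overnight compound exposure at 37 °C · Measure – GFP/RFP fluorescence ratio · Benchmarks – DMSO wells and RFP-L50D-GFP cells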
SKN-1 block – C. elegans SKN-1 inhibition. C. elegans VP596 Pgst-4::GFP/RFP ratio, acrylamide-induced, 24 h. inhibition, % at 21.8 µM. hit rate 0.49% among 360,000;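 active = interference check ratio from 0.5 to 1.5 plus GFP to RFP signal ratio inhibition reaching or exceeding a fixed threshold, cut at about 30% in these data, passing the limit was not always enough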; also: some compounds called inactive have numbers as strong as hits
Neddylation inh – cullin neddylation inhibition | P61081+Q13564 | hit rate 0.58% among 360,000 | TR-FRET cullin neddylation, biochemical | AID 651699 | calls only at 25 µM; in the data active = inhibition above about 36%
Target sequence (P61081 whole entry, looked up): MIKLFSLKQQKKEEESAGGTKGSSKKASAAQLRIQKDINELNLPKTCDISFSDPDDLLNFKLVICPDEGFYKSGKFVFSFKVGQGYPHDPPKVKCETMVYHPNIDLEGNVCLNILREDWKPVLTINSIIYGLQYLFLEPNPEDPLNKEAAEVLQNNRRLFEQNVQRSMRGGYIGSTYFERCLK
Target sequence (Q13564 whole entry, looked up): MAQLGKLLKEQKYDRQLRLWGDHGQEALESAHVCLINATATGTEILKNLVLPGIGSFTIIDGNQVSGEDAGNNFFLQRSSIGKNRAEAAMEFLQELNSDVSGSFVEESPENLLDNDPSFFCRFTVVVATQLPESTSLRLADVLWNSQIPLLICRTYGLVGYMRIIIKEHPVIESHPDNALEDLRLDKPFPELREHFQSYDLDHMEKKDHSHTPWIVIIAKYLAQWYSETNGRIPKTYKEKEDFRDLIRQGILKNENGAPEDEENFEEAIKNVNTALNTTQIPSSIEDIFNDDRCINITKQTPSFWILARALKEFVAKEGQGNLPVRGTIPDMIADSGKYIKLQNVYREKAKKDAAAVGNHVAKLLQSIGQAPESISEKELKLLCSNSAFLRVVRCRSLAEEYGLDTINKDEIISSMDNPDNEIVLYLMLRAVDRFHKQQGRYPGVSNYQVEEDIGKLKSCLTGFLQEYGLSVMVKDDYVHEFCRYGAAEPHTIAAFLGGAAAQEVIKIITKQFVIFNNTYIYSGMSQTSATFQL
NadD inh – NadD (S. aureus) enzyme inhibition; purified NadD enzyme, colorimetric absorbance read-out; inhibition, % at 20 µM; hit rate 0.78% among 360,000; AID 602399; in the data active = inhibition above about 26%; also: some compounds past the cut are filed as inactive
An asterisk follows results filed as active; i = inactive; nt = not tested or not shown; + = active, no number. A portion of the library; rates above refer to the full screens.

Order of values – FAS TE block, Rin1 Abl inh, Rpn11 inh, MLLE-PAM2 inh, CSN inh, MT1-MMP act inh, SKN-1 block, Neddylation inh, NadD inh
Cc1nn(C)cc1/C=C1/CC2C3CC=C4CC(O)CCC4(C)C3CCC2(C)C1=O (centres undefined)
 : -9, 0, i, 3, 9, 7, 23, i, 5
COC(=O)C(Cc1ccc(N(CCCl)CCCl)cc1)N=Cc1ccccc1O (centres undefined)
 : 20, -1, i, 4, -2, 1, 11, i, -8
COC(=O)C1=C(c2c(C)noc2C)C[C@@H]2CC[C@H]1N2C(=O)NC1CC1
 : -4, 2, i, 0, 0, -2, -9, i, -1
Cc1ccc(-n2c(O)c(/C=N/NC(=O)c3ccncc3)c(=O)[nH]c2=O)cc1
 : -8, 0, i, -71, 10, -13, 11, i, -3
COc1cccc(NP(=O)(Oc2ccccc2Cl)Oc2ccccc2Cl)c1
 : 33, -1, i, -7, -6, -4, -5, i, 0
CC(C(=O)Nc1ccc(Br)cc1C(=O)c1ccccc1)N1CCCCC1 (centres undefined)
 : 17, -1, i, 9, -2, 4, -9, i, 8
CC(=O)OCC(=O)[C@H]1CC[C@H]2[C@@H]3CC[C@H]4C[C@H](O)CC[C@]4(C)[C@H]3C(=O)C[C@]12C
 : 0, 1, i, 3, 0, -1, -7, i, -4
FC(F)(F)c1ccc(CN2CCNCC2)cc1
 : -7, 2, i, 3, -9, -3, 4, i, 1
O=C(c1ccccc1)c1cn(CC(=O)N2CCOCC2)c2ccccc12
 : -7, 2, i, -8, 0, 2, -2, i, -2
Cc1ccc(Cn2nnnc2CN2CCC(n3nnc4ccccc43)CC2)cc1
 : 10, -2, i, 9, 2, 1, 17, i, -4
Cc1ccc(C2(O)CCN3CCCCC32)cc1 (centres undefined)
 : -6, 3, i, -6, 1, 0, -24, i, 2
C[C@]12CCC3C(CC[C@H]4CC(=O)CC[C@]34C)C1CCC2=O (some centres undefined)
 : 2, 0, i, -5, 3, 8, 13, i, -2
c1cncc(CNC2CCCC2)c1
 : -9, 4, i, -4, 3, 1, 6, i, 5
CCOc1cc2c(cc1OCC)-n1cccc1C(c1cc(C)c(OC)cc1C)NC2 (centres undefined)
 : 12, 2, i, -9, -1, 1, 11, i, 4
c1ccc2c(c1)CC1CNCc3cccc(c31)S2 (centres undefined)
 : -12, 0, i, -6, -4, -1, 18, i, -2
Cc1ccc(Sc2ccc(C=C3C(=O)N(C)C(=O)N(C)C3=O)o2)cc1
 : -3, 1, i, 21, -5, 50, 17, i, 7
COC(=O)C1=C(c2cc3ccccc3s2)C[C@@H]2CC[C@H]1N2C(=O)N1CCCCC1
 : 14, -1, i, 6, -1, 2, 2, i, -11
CC(C)[C@]12CC(=O)[C@H](C)[C@H]1C2
 : -6, 4, i, 5, 5, 0, -16, i, 4
CN1CCc2c(C#N)c(Cl)nc(Cl)c2C1
 : -6, 2, i, -6, 2, 6, 6, i, 2
CCC(=NCCO)c1c(O)n(-c2ccccc2)c(=O)[nH]c1=O
 : -3, -2, i, 3, -2, 11, -2, i, -2
CC(CC(C#N)(c1ccccc1)c1ccccc1)N1CCCCC1 (centres undefined)
 : 7, 4, i, 3, 1, 3, 4, i, -4
C[C@H]1CN([C@@H](C)CO)C(=O)CCCn2nncc2CO[C@@H]1CN(C)C(=O)Oc1ccccc1
 : -4, -7, i, 0, 0, -3, -2, i, 8
O=c1[nH]c(O)c(/C=C2\C=Nc3ccc(OCc4ccccc4)cc32)c(=O)[nH]1
 : -3, -2, i, 90, 5, 3, 13, i, 10
CC(C)(C)NC(=O)C1CC2CCCCC2CN1 (centres undefined)
 : -4, -4, i, 8, 0, 4, 4, i, -1
Cc1nc2ccccc2c(=O)n1-c1ccc(Cl)c(Cl)c1
 : 0, 0, i, -7, 2, -1, -7, i, -6
Cc1cccc(CCNCc2cc3ccc(C)cc3[nH]c2=O)c1
 : -2, -3, i, -5, 6, 0, 20, i, -7
COC(=O)c1ccc(CN2CCSC2=N)cc1
 : -2, 3, i, 9, -2, -4, 6, i, 2
CCOC(=O)c1ccc2c(c1)n(Cc1ccccc1)c(C)[n+]2CC
 : -1, 3, i, 4, 1, 1, -5, i, -3
COc1ccccc1N1CCN(Cc2ccccc2F)CC1
 : -2, -1, i, 4, -1, -2, 3, i, -1
COc1ccc(CN2CCN(Cc3ccccc3)CC2)c(OC)c1
 : -2, 2, i, 10, -10, -1, -22, i, -3
C=CCn1c(O)c(C(C)=NCCC2=CCCCC2)c(=O)[nH]c1=O
 : -2, -3, i, 10, 0, 6, 14, i, 6
COc1ccccc1CNCCc1ccc(F)cc1
 : -8, 5, i, -9, 1, 3, 0, i, -10
Cc1ccc(/C=C2/C(=O)NC(=O)N(CC3CCCO3)C2=O)s1 (centres undefined)
 : -8, 1, i, 22, -3, 2, 2, i, 3
COc1ccc(CC2C(=O)NC(=O)NC2=O)c(OC)c1
 : -8, -1, i, 5, -3, 0, 9, i, 1
CN1CCCC(C(=O)c2ccccc2)C1 (centres undefined)
 : -9, 0, i, 1, -5, 2, -35, i, 4
Cc1c(Cl)cccc1NC(=S)N1CC2CC(C1)c1cccc(=O)n1C2 (centres undefined)
 : -11, 0, i, 4, -7, -1, 2, i, -2
CC(C)(C)OC(=O)c1c(N)n(Cc2ccco2)c2nc3ccccc3nc12
 : -9, 1, i, -9, 15, -83, 13, nt, 0
Cc1ccc2c(c1)N(C(=O)CCC(=O)N1CCC3(CC1)OCCO3)CC(C)O2 (centres undefined)
 : 2, 0, i, 1, 4, -4, -10, i, 6
CN1CCc2nc3sc(C#N)c(N)c3c(-c3cccs3)c2C1
 : -10, -12, i, -33, 0, -46, 13, i, 13
Nc1c2c(nc3sc4c(c13)CCCCC4)CCCC2
 : 0, 0, i, -2, -3, 3, 12, i, -3
CN1C(=O)C(=Cc2ccc(N3CCOCC3)o2)C(=O)N(C)C1=O
 : -9, -18, nt, -162, 142, -26, 22, i, 5
c1cnc(N2CCNCC2)nc1
 : -6, 0, i, -3, 2, -1, -1, i, 1
CC(=O)Nc1ccccc1C(=O)OCc1ccccc1F
 : 3, 0, i, 5, -5, -2, -2, i, -3
CN1C(=O)C(Cc2ccc(OCc3ccccc3)cc2)C(=O)N(C)C1=O
 : -2, 2, i, -6, 5, 3, 10, i, -4
CCN(C(=O)CN1CC=C(c2ccccc2)CC1)c1c(N)n(Cc2ccccc2)c(=O)[nH]c1=O
 : -17, -1, i, -41, 1, -4, -15, i, 5
COc1ccc(CCNCc2sccc2C)cc1OC
 : -6, -2, i, 7, -3, -4, -6, i, 4
CC(C)(C)C(=O)c1cn(CC(=O)NCc2ccco2)c2ccccc12
 : 4, 4, i, -143, -2, -2, 4, i, 11
COc1cccc(-c2nn(CCC#N)cc2C(=O)Nc2ccccc2Cl)c1
 : 2, 0, i, -7, 1, 0, 4, i, -2
CC(C)CNC(=O)c1c(N)n(Cc2ccco2)c2nc3ccccc3nc12
 : 14, -2, i, 0, 17, -98, 16, nt, 16
C[C@]12CCC3C(CCC4=C/C(=N/OCC(=O)NC(CCC(=O)O)C(=O)O)CC[C@@]43C)C1CCC2O (some centres undefined)
 : 0, 0, i, -11, -1, 1, -4, i, 3
Cc1c(C(=O)N2CCC3(CC2)OCCO3)sc2ncnc(N(C)c3ccccc3)c12
 : 4, -3, i, 0, -3, -4, 9, i, -1
CN1CC(C(=O)c2ccc([N+](=O)[O-])cc2)C(c2ccc(Cl)cc2)C1 (centres undefined)
 : 32, -1, i, -4, 6, -3, 5, i, -6
CCN1CCN(c2ccc(N)c(C)c2)CC1
 : -1, -1, i, -15, -2, 3, -3, i, 0
Cc1ccc(-n2c(O)c(C=Nc3ccc(S(N)(=O)=O)cc3)c(=O)[nH]c2=O)cc1
 : -4, 0, i, 5, 3, -35, 1, i, 5
CCC(=NCc1cc(OC)cc(OC)c1)c1c(O)n(C2CCCCC2)c(=O)[nH]c1=O
 : 38, 0, i, -7, -1, 0, 12, i, -11
CC(C)(C)c1o[nH]c(=O)c1CC(N)C(=O)O (centres undefined)
 : -5, -1, i, -14, 5, -1, -2, i, -4
CCOC(=O)C1C2c3ccccc3O[C@@]1(C)N=C1SCC(=O)N12 (some centres undefined)
 : -11, 3, i, -95, -2, 3, -1, i, -4
CC(C)(C)NC(=S)/N=C(\N)N[N+](=O)[O-]
 : -4, -4, i, 24, -4, 5, 1, i, 2
COC(=O)C1=C(c2ccccc2OCc2ccccc2)C[C@@H]2CC[C@H]1N2C(=O)NCCOc1ccc(OC)cc1
 : 23, 1, i, 9, 4, -11, -13, i, -8
CC(C)NS(=O)(=O)c1ccc(OCC(=O)N2CCN(Cc3ccc4c(c3)OCO4)CC2)c(Cl)c1
 : 50*, 5, i, -7, -1, 3, -10, i, -7

Reprinted from the part before: 2 compounds, followed by the next part.
Order of values – FAS TE block, Rin1 Abl inh, Rpn11 inh, MLLE-PAM2 inh, CSN inh, MT1-MMP act inh, SKN-1 block, Neddylation inh, NadD inh
COC(=O)C1=C(c2ccccc2OCc2ccccc2)C[C@@H]2CC[C@H]1N2C(=O)NCCOc1ccc(OC)cc1
 : 23, 1, i, 9, 4, -11, -13, i, -8
CC(C)NS(=O)(=O)c1ccc(OCC(=O)N2CCN(Cc3ccc4c(c3)OCO4)CC2)c(Cl)c1
 : 50*, 5, i, -7, -1, 3, -10, i, -7
C[C@@H]1CC2(CCCC[N+]2(C)C)C[C@H]1C
 : -5, 1, i, -124, -1, 0, 9, i, 15
C[C@@H]([C@@H](O)c1ccccc1)N(C)C(=O)Cc1ccccc1
 : -16, 2, i, -5, 2, 1, 26, i, 3
O=C1NC(=O)C(=Cc2ccc(OCC(=O)N3CCOCC3)cc2)C(=O)N1
 : -8, -3, i, 28, -2, 1, 1, i, 2
CCOc1cc2[nH]c(=S)n(CCCC(=O)N3CCC4(CC3)OCCO4)c(=O)c2cc1OCC
 : -4, -5, i, -62, 6, 1, 2, i, 1
COc1ccc(CN2CCNCC2)cc1
 : -10, -4, i, -4, 2, 10, -2, i, -2
CCCCCc1nc2c(c(=O)c3ccccc3n2C)c(=O)n1C1CCCCCC1
 : 12, 0, i, -3, -10, -40, 17, i, 23
CN(C)CCCN=Cc1c(O)n(CCc2ccccc2)c(=O)[nH]c1=O
 : -7, 1, +, -86, 28, -18, 0, i, 0
CCOC(=O)[C@]12Cc3cc(OC)ccc3[C@H]1N(CC(=O)OC)C(=O)c1ccccc12
 : -7, nt, nt, nt, 0, -3, 4, i, -1

Screens deposited in PubChem by several laboratories.
